mcGAS RapidFire = inhibitors of mouse cGAS; Q8C6L5; recombinant mouse cGAS, cGAMP by RapidFire MS; inhibition, % at 12.5 µM; 130,000 compounds, 0.18% hits;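 active = inhibition of cGAS enzyme activity at or above 60%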;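 also: enzyme stimulated by 45 bp dsDNA with ATP and GTP substrates; cGAMP share of summed cGAMP plus half ATP and half GTP signals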
Target sequence (Q8C6L5 whole entry, looked up): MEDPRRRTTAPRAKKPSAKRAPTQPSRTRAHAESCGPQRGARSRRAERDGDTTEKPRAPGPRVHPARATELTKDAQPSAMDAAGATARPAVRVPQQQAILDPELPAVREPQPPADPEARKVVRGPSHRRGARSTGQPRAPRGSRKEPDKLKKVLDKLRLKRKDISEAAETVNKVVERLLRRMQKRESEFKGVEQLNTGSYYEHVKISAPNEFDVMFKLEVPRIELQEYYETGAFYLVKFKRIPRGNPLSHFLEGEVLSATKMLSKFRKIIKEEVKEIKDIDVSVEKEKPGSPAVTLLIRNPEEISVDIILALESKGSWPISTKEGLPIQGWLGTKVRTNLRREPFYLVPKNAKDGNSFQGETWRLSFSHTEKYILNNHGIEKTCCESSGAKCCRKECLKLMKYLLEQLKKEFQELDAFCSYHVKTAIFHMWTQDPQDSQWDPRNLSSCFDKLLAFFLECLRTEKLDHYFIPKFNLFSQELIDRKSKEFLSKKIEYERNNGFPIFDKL
Numbers without * were called inactive; & = joins results of further samples.

mcGAS RapidFire | compound
-5.2 | O=C(Nc1ccccc1)c1cc(=O)c(OCc2ccccc2)c[nH]1
-12.7 | CC1(C(=O)N2CCCC(c3[nH]ncc3Cc3ccccc3)C2)CCNCC1 (centres undefined)
-5.0 | CCOC(=O)c1cn(CC)c2cc(F)c(OCC)cc2c1=O
-7.6 | COCCCN1C(=O)C(=O)C(=C(O)c2ccc(OC)c(C)c2)C12C(=O)N(C)c1ccccc12 (centres undefined)
-1.5 | N#CCCN1CCN(CN2C(=O)c3ccccc3C2=O)CC1
-4.5 | c1coc(-c2nc3ccccc3nc2-c2ccco2)c1
7.9 | Nc1ccc(C(=O)N2CCOC(c3ccc(Cl)c(Cl)c3)C2)cn1 (centres undefined)
-13.3 | CCc1cccc(NC(=O)N2CCN3CCN(C)CC3C2)c1 (centres undefined)
-6.5 | COc1ccc(F)cc1CSC1CCCCNC1=O (centres undefined)
-5.2 | CS(=O)c1cccc(NC(=O)CCNC(=O)c2ccc(F)cc2F)c1 (centres undefined)
2.5 | N#CC(NC(=O)Cn1cccn1)c1ccc(OCc2ccccc2)cc1 (centres undefined)
-6.6 | C=CCNc1nc(C(=O)OCC(=O)C23CC4CC(CC(C4)C2)C3)cs1
-54.2 | Cn1cc(CCCNC(=O)NC2CCN(c3ccccc3)C2=O)cn1 (centres undefined)
0.8 | CC1CCC2(CC1)NC(=O)N(CC(=O)NC(=O)NC1CCCC1)C2=O (centres undefined)
0.9 | O=C(C1CC1c1ccc(F)c(F)c1)N1CC[C@@H](O)C1 (some centres undefined)
-9.0 | Cc1ccc(F)c(N2CCCC(NC(=O)NCC(C)CCO)C2)c1 (centres undefined)
-9.5 | O=C(Cc1cccs1)OCc1cc(-c2cc3ccccc3o2)on1
-2.0 | CCCS(=O)(=O)c1c(S(=O)(=O)CCC)c2ccc(C(C)=O)cn2c1C(=O)OC
4.7 | Cc1ccc(N(CCCN2C(=O)c3cccc4cccc(c34)C2=O)C(=O)C23CC4CC(CC(C4)C2)C3)c(C)c1
-3.4 | O=C(COn1nnc2ccc(C(F)(F)F)cc21)NC12CC3CC(CC(C3)C1)C2
-4.3 | CN(CCc1ccccc1)C(=O)c1ccc(-n2cccc2)nc1
-4.6 | O=C(Cc1ccc(Cl)cc1Cl)NCCN1C(=O)CCCC1=O
13.2 | Cc1csc(SCC(=O)c2c(N)n(CC(C)C)c(=O)n(C)c2=O)n1
-12.3 | CCCn1nccc1C(=O)N1C[C@H]2C[C@H](O)[C@H](O)C[C@H]2C1
-10.0 | CCOC(=O)C1(CCOC)CCN(CCC(C)c2ccc(C)o2)CC1 (centres undefined)
-69.2 | O=C(NCc1ccc(OCC2CC2)nc1)c1cccc2cn[nH]c12
3.8 | N#CC1C(=N)Oc2cc(N)ccc2C1c1ccccc1I (centres undefined)
-8.2 | CCOCCn1c(=O)c2c(nc3n2CC(C)CN3c2ccccc2)n(C)c1=O (centres undefined)
-16.4 | COCC(NS(=O)(=O)NCc1ccccc1)c1ccnn1C (centres undefined)
-8.7&-7.4 | Cc1nc2cc(NNc3c(C)nn(-c4ccccc4)c3N)ccc2s1
-13.4 | O=C1NC(c2cccnc2)(C2CCNCC2)C(=O)N1Cc1ccccc1F (centres undefined)
-16.9 | O=C(Nc1ccc(N2CCSCC2)c(Cl)c1)N1CCCC1
-7.7 | COc1ccc(OC)c(Nc2nc(Cl)nc(Nc3cc(OC)ccc3OC)n2)c1
1.6 | CN(C)c1ccc(-c2nc3cnccn3c2Nc2ccc3c(c2)OCCO3)cc1
8.9 | CN1CCCN(C(=O)c2cc(CN(C)CCc3ccccc3)on2)CC1
-6.3 | COC(=O)c1ccc(-c2nc3cc([N+](=O)[O-])cc(Cl)c3o2)cc1
-13.0 | Brc1cc2c(cc1CSc1nnnn1C1CC1)OCO2
-15.1 | CCOC(=O)CCNC(=O)N1CCC(Cc2nncn2C)CC1
-4.2 | CCN1C=C(Cc2ccccc2C)C2=C(C1)C(c1ccccc1C)C(C#N)C(=N)O2 (centres undefined)
-9.9 | CNc1nnc(SCC(=O)NCCSc2ccccc2)s1

Ordered by molecular weight (smallest number first): part of the list above.
mcGAS RapidFire | compound
-8.7&-7.4 | Cc1nc2cc(NNc3c(C)nn(-c4ccccc4)c3N)ccc2s1
-13.0 | Brc1cc2c(cc1CSc1nnnn1C1CC1)OCO2
3.8 | N#CC1C(=N)Oc2cc(N)ccc2C1c1ccccc1I (centres undefined)

Later entries:
mcGAS RapidFire | compound
-26.2 | Cc1nc2c(c(N(C)C)n1)CCN(C(=O)c1ccc(N)nc1)C2
-10.9 | NC1(CNC(=O)Cc2ccc(C(F)(F)F)cc2)CCCCCC1
-5.3 | CCOc1ccc(-c2c(=O)n(OCc3ccccn3)c3ccccc3[n+]2[O-])cc1
-5.0 | CCC(C)(C)NC(=O)c1cnc2c(cnn2C(C)C)c1
1.4 | O=c1c2ccc(F)cc2ncn1CC(O)COc1c(Cl)cccc1Cl (centres undefined)
-11.1 | CC(=O)N1N=C(Cc2ccccc2)OC1C(=O)NC12CC3CC(CC(C3)C1)C2 (centres undefined)
7.2 | CC(OCC(F)(F)F)C(=O)Nc1cccc(S(=O)(=O)N(C)c2ccccc2)c1 (centres undefined)
-11.7 | CCCn1c(=O)n(CCC(=O)N2CCCn3ncnc32)c2ccccc21
-13.0 | Cc1ccc(C23CC4CC(CC(C(=O)OCC#N)(C4)C2)C3)cc1C
-9.4 | O=C(Nc1ccc2ccccc2n1)c1ccccc1Cl
-4.2 | COc1ccc(Cl)cc1C(=O)C1CCCN(Cc2cccc(C(C)=O)c2)C1 (centres undefined)
4.8 | Cc1sc(N=Cc2ccc(C(C)(C)C)cc2)c(C#N)c1C
-3.4 | COc1ccccc1COn1c(=O)c(-c2cccs2)[n+]([O-])c2ccccc21
-5.6 | Cc1cc(=O)[nH]c(-n2nc(-c3cccs3)cc2NC(=O)COc2ccc(F)cc2)n1
-2.9 | Cc1nn2c(-c3ccccc3Cl)cc(C(=O)O)nc2c1-c1ccccc1
-12.1 | Cc1c(C(=O)N(C)C2CCCC(C)C2)sc2nc(C(F)(F)F)ccc12 (centres undefined)
1.3 | COc1ccccc1NC(=O)Cc1nc2ccc(F)cc2c(=O)[nH]1
5.7 | Cc1csc2nc(CNc3cccc(C#Cc4cccs4)c3)cc(=O)n12
-5.9 | CC(O)=c1c(=O)nc2cccc3c2=c1c1ccccc1c3=O
12.3 | CCN1CCOc2ccc(NC(=O)c3cccc(C)c3)cc2C1=O
0.8 | O=C1C(=O)N(C2CCCC2)C(=O)N1CN1CCN(Cc2cccs2)CC1
-12.4 | Cc1ccccc1C1CC(=O)c2cnc(N3CCN(c4ccccc4)CC3)nc2C1 (centres undefined)
-9.7 | Cc1ccccc1NCC(O)COc1ccc(OCC(O)CNc2ccccc2C)cc1 (centres undefined)
-8.5 | Cc1ccc(CSC2=NCCN2C(=O)c2ccc(S(=O)(=O)N(C)C)cc2)cc1
-12.7 | CCOC(=O)N1CCN(C(c2cccc(OC)c2)C2Sc3nc(C)nn3C2=O)CC1 (centres undefined)
-13.3 | CC(C)C(=O)N1CCN(c2ccc(-n3cccn3)nn2)CC1
-11.7 | COc1ccc(C2=C(C(C)=O)Sc3nnc(-c4ccccc4)n3N2C(C)=O)cc1OC
-3.4 | COc1nc(OC)nc(Oc2cccc(-c3ccc(F)cc3)c2C(=O)O)n1
3.1 | COCc1ccc(CN2CCCC(CNS(=O)(=O)Cc3ccccc3)C2)o1 (centres undefined)
-11.4 | Cc1cnc(NCCNC(=O)c2cccnc2)nc1N(C)C
-12.2 | COC(=O)[C@@H](NC(=O)c1noc(-c2cc(F)cc(F)c2)n1)C(C)(C)C
-8.4 | COc1cccc2c(O)c(-c3ccccc3)c(=O)[nH]c12
-16.6 | CCOc1ccc2oc(C)c(C(=O)N3C[C@@H](N)C[C@H]3C(=O)NC(C)C)c2c1
-54.7 | CN=C(Nc1ccc(Cl)c(Cl)c1)c1ccco1
2.8 | COc1cc(OC)c2cc3c(nc2c1)CC(C)(C)CC3=O
29.7 | CN1CCN(c2ccc3cc(Cl)ccc3n2)CC1=O
-26.6 | NC(=O)c1ccsc1NC(=O)CN1CCCc2cccc(F)c21
-12.6 | CCSc1nnc(SCC(=O)NC(=O)NC2CCCCC2C)s1 (centres undefined)
-0.5 | O=C(Nc1cccc(N2CCCC2=O)c1)c1ccc(NC(=O)C2CC2)s1
-8.5 | COc1cc(OC)cc(C(=O)N2CCCC(OCc3cc(F)ccc3F)C2)c1 (centres undefined)

In the list so far, 4 contain an aryl thioether with sulfur outside any ring:
mcGAS RapidFire | compound
13.2 | Cc1csc(SCC(=O)c2c(N)n(CC(C)C)c(=O)n(C)c2=O)n1
-13.0 | Brc1cc2c(cc1CSc1nnnn1C1CC1)OCO2
-9.9 | CNc1nnc(SCC(=O)NCCSc2ccccc2)s1
-12.6 | CCSc1nnc(SCC(=O)NC(=O)NC2CCCCC2C)s1 (centres undefined)

Going on with the list.
mcGAS RapidFire | compound
-4.3 | O=C(c1cccnc1OCC(F)(F)F)N(Cc1ccccc1)C[C@@H]1CCC[C@@H]1O
-0.3 | O=C(NCCc1ccccn1)C1CCN(c2nc(-c3ccccc3)nc3c2CCC3)CC1
0.5 | CC1CCCC(NC(=O)C2CCCN(c3cnccn3)C2)C1C (centres undefined)
-4.8 | CC1C(=O)N(c2ccc([N+](=O)[O-])cc2)CCN1C(=O)c1cccs1 (centres undefined)
0.8 | COc1cc(C)ccc1S(=O)(=O)N1CCc2nc(C)n(C)c(=O)c2CC1
12.3 | Cn1c(=O)c2c(nc(CN3CCc4ccccc4C3)n2Cc2ccc(F)cc2)n(C)c1=O
4.8 | Cc1cc2c(=O)n(C)c(SCC(=O)c3ccccc3)nc2s1
-5.9 | NCCSc1ncc(-c2ccccc2)[nH]1
-0.4 | O=C(CCC(=O)N1CCC(c2ccccc2)=N1)OCc1nc2ccccc2c(=O)[nH]1
-7.2 | Cn1nnc(NC(=O)c2ccc(C#N)cc2F)n1
0.2 | Cn1c(=O)[nH]c(=O)c2c1nc(N1CCCCCC1)n2CCCSc1nc2ccccc2s1
-10.9 | C=CCN(CC#Cc1ccccc1)Cc1cnc(C)[nH]1
-3.2 | O=C(CCN1c2cccc3cccc(c23)S1(=O)=O)NCc1ccco1
0.4 | Cc1ccccc1Nc1nc(NC(C)(C)C)nc(N2C[C@@H]3C[C@H]2CN3)n1
-3.3 | COC(=O)c1cnn(-c2ncnc3sc4c(c23)CCCC4)c1N
-38.0 | Cc1cccc(C(=O)N(CCN(C)C)Cc2ccsc2)c1
4.8 | O=c1oc2ccc(Cl)cc2cc1-c1csc(Nc2ccc(Cl)cc2Cl)n1
-10.3 | COc1ccc(C(=O)Nc2cc(C)nn2C)cc1Br
-3.1 | O=C(Cn1c2ccccc2c(=O)c2ccccc21)NC(c1ccccc1)c1ccccc1
-7.6 | COC(=O)c1ccc(N2CCN(C)CC2)c(NC(=O)c2cccc(C)c2OC)c1
0.3 | CCn1c(=O)n(CC)c2cc(N)c(C)cc21
-5.7 | CCOC(=O)c1c(C)n(-c2ccccc2)c2ccc(OC(=O)c3cccc(C)c3)cc12
-4.2 | N#Cc1ccc(C2C(C(=O)O)CCC(=O)N2CC2CCCO2)cc1 (centres undefined)
2.3 | O=S(=O)(NCCCC1CCCCC1)N1CCCCCC1
-9.2&-2.0 | CN(C(=O)c1cc2c(=O)n3ccccc3nc2n1C)C1CCCCC1
-12.0 | Cn1cc(C2c3nc[nH]c3CCN2Cc2ccccc2-c2ccccc2)cn1 (centres undefined)
-31.9 | CC1CC1C(=O)Nc1ccc(C(=O)NC2CCN(C)CC2)cc1 (centres undefined)
-6.8 | CC1(C(=O)NS(=O)(=O)c2cccs2)CCN1C(=O)Cc1ccsc1 (centres undefined)
2.5 | CCOC(=O)c1c(N)nn(C(=O)C(C)(C)C)c1-c1ccccc1
-3.6 | CCN(c1ccc(Nc2cc(Cl)nc(N)n2)cc1)C(C)C
3.3 | Cc1nnsc1CNc1nc(-c2cccnc2)nc2c1cnn2C
5.8 | CC12CCC(=O)N1C(C(=O)OCC(=O)C13CC4CC(CC(C4)C1)C3)CS2 (centres undefined)
-9.6 | CCc1cnc(C)nc1N1CCCC(N2CCN(c3ccccc3C)CC2)C1 (centres undefined)
-0.1 | Nc1cc(-c2ccccc2)nn(Cc2cccc(F)c2)c1=O
-0.3 | O=C(CSc1nnc(C2CC2)n1C1CC1)c1ccc(CC(=O)N2CCOCC2)s1
0.3 | Cc1ccsc1S(=O)(=O)N1CCC2(CCCN(C)C2=O)C1 (centres undefined)
-8.9 | CC(C)C1CN(c2ccc(C(=O)N3CCOCC3)cn2)CCCN1CC1CC1 (centres undefined)
-29.1 | c1nc2c([nH]1)CCNC2c1cc(CN2CCCCC2)cs1 (centres undefined)
0.5 | Cc1cccc(Cn2c(=O)n(Cc3ccncc3)c(=O)c3ncccc32)c1
-13.3 | COc1ccc(-n2c(/C=C/N(C)C)c([N+](=O)[O-])c3ccc(O)c(CN(C)C)c32)cc1

Four records picked at random from the list so far, as already listed:
mcGAS RapidFire | compound
13.2 | Cc1csc(SCC(=O)c2c(N)n(CC(C)C)c(=O)n(C)c2=O)n1
-1.5 | N#CCCN1CCN(CN2C(=O)c3ccccc3C2=O)CC1
-0.5 | O=C(Nc1cccc(N2CCCC2=O)c1)c1ccc(NC(=O)C2CC2)s1
-26.2 | Cc1nc2c(c(N(C)C)n1)CCN(C(=O)c1ccc(N)nc1)C2

Going on with the list.
mcGAS RapidFire | compound
-14.9 | Cc1cccc2cc(C(=O)N3CCOC(c4ccc(Cl)cc4)C3)oc12 (centres undefined)
-2.8 | CC(C)C(C(=O)NCc1ccc(S(N)(=O)=O)s1)c1ccc(Cl)cc1 (centres undefined)
-5.9 | Cc1c(CN(C)C2CCC3(CCNCC3)CC2)cnn1C
-2.7 | O=C(c1ccc(-n2cnnc2)cc1Cl)N1CCCC2(CCNC2)C1 (centres undefined)
-33.4 | CC(C(=O)Nc1ccc(N2CCOCC2)cc1)N(C)Cc1cscn1 (centres undefined)
-4.9 | CC(Sc1nnc(-c2ccc[nH]2)o1)C(=O)N(C)Cc1ccccc1 (centres undefined)
-14.7 | COc1ccc(CCn2c(C3CC3)n[nH]c2=O)cc1
-6.8&-3.9 | Cc1cc(C)n(-c2cccc(CN(C)Cc3nc(-c4ccccn4)no3)c2)n1
-6.2 | COCCCNCC(=O)N(Cc1ccc2c(c1)OCO2)Cc1cccs1

An excerpt, so the mix of outcomes need not match the whole.
